IEC-6 tox – cytotoxicity in IEC-6 intestinal epithelial cells, primary screen, cytotoxicity control for KLF5 inhibitor project, cell-based, luminescence | IEC-6 cytotoxicity, luminescence viability | inhibition, % at 5 µM | actives 0.78% (n = 290,000) | AID 1825, 2009; in the data active = inhibition above about 22%;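 also: 0% = plate median of test compound wells and 100% = cytotoxic reference compound wells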
HSP90 refold inh – HSP90 inhibitors, primary screen, cell lysate, luminescence. actives 0.91% (n = 290,000). Rabbit reticulocyte lysate, luciferase refolding luminescence, 3 h. AID 1789, 2009. inhibition, % at 5.6 µM. Heat shock protein HSP 90 (rabbit reticulocyte lysate; luciferase refolding);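 active = inhibition above the screen-wide mean plus 3 SD, computed separately per campaign, cut at about 16% in these data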;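 also: 0% = DMSO wells and 100% = 60 µM geldanamycin wells; inhibitors lower the luminescence because luciferase stays unfolded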
GSK3B inh – human GSK3beta kinase inhibitors, primary screen, biochemical, cell-free homogeneous, HTS. Glycogen synthase kinase-3 beta (Homo sapiens), P49841. GST-GSK3beta kinase, ADP-Glo luminescence, 60 min; stronger effect = lower value. activity score (negative = inhibition), % at 10 µM. actives 0.038% (n = 300,000). AID 2097, 2009;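 active = more than half of replicate wells score below -50%, meaning over 50% inhibition versus plate controls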;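 also: 0% = median DMSO wells and -100% = median GW8510 positive control wells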
Target sequence (P49841 whole entry, looked up): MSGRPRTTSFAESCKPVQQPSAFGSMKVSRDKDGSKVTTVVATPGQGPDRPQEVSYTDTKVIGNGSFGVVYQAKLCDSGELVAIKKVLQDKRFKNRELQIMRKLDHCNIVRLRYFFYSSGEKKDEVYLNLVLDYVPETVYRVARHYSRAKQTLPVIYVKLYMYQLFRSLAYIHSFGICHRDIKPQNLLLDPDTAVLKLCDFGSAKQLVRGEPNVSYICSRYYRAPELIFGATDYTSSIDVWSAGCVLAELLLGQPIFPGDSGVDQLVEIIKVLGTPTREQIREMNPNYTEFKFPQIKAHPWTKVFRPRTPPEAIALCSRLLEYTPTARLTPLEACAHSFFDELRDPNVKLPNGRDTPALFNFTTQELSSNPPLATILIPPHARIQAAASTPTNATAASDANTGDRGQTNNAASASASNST
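Test system – GST-tagged human GSK3beta kinase, cell-free · Incubation – 60 min enzyme reaction, room temperature · Signal – ADP-Glo luminescence · Also added – peptide substrate and ATP at 25 µM · Controls – DMSO neutral wells and GW8510 at 20 µM as positive · Buffer or medium – Tris/MgCl2 kinase buffer · Measure – Luminescence-derived activity versus plate DMSO and GW8510 wells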
aSyn 5UTR inh – MLPCN primary screen, SNCA 5' untranslated region | alpha-synuclein 5'UTR reporter, inhibitor activity | inhibition, % (tested at 7.5 µM) | actives 0.82% (n = 300,000); in the data active = inhibition above about 60%;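 also: H4 neuroglioblastoma cells stably carrying SNCA 5'UTR luciferase fusion; 0% = DMSO wells and 100% = positive control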
HIF activator – HIF pathway transcriptional activators, primary screen, cell-based, U2OS HRE-luciferase, luminescence; U2OS HRE-luciferase reporter; normalized: DMSO 0%, desferrioxamine 100%; actives 0.32% (n = 300,000); activation, % at 7.5 µM (by protocol); AID 1910, 2009;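 active = mean activation of at least 10% of the iron chelator positive control signal, with at least half of replicates also reaching 10%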
HSF1 inh – HSF1 inhibitors in luciferase reporter cells, primary screen, cell-based, NIH3T3, luminescence; actives 0.77% (n = 300,000); activity change, negative = inhibition, % at 7.5 µM (by protocol); NIH3T3-HGL HSE-luciferase, MG132-induced, luminescence 8 h; stronger effect = lower value;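 active = more than half of replicate wells show activity change below -50%, luminescence cut by over half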;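 also: luciferase reports HSF-1 transcriptional activity via heat shock element; 0% = median of DMSO wells and -100% = zero luminescence signal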
KLF5 inh – KLF5 expression inhibitors, primary screen, DLD-1 cells, luminescence | DLD-1 KLF5 promoter-luciferase reporter | actives 0.23% (n = 290,000) | AID 1700, 2009 | inhibition, % at 5 µM;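 active = inhibition above a per-plate limit of that plate's mean compound inhibition plus 3 SD, cut at about 60% in these data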;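 also: 0% = DMSO wells and 100% = LY294002 at 200 µM; higher means less KLF5 promoter-driven luciferase light; inactives centre near -14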
GSK3 alpha inh – blockers of GSK3A enzyme activity – biochemical, luminescence, cell-free homogeneous, HTS, primary screen | Glycogen synthase kinase-3 alpha (Homo sapiens), P49840 | GSK-3 alpha kinase, ADP-Glo luminescence, 60 min | inhibition, % at 10 µM | actives 0.1% (n = 320,000);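 in the data active = inhibition above about 50%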;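 also: GST-tagged GSK-3 alpha with peptide substrate and 25 µM ATP; 0% = DMSO neutral wells and 100% = GW8510 positive control wells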
Target sequence (P49840 whole entry, looked up): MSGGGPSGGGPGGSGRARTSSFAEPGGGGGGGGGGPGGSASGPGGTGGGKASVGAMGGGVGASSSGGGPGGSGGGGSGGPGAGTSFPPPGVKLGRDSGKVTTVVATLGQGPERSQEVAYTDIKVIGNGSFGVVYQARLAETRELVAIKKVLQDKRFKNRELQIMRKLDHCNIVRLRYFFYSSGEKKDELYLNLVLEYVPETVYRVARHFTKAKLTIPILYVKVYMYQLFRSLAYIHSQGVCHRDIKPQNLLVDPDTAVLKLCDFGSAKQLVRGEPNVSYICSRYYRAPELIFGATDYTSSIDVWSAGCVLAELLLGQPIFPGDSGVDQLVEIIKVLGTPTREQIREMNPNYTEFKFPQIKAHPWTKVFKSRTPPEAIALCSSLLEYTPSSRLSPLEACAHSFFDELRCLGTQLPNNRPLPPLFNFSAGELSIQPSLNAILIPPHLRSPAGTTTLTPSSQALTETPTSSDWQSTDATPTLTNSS
HSF1 activator – HSF-1 activators, primary screen, NIH3T3-HGL cells, MG132 stress, luminescence, single point; NIH3T3-HGL HSF-1 luciferase reporter, 8 h; 100% = twice DMSO control signal; activation, % at 9 µM; actives 1.7% (n = 300,000);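 active = mean replicate activation of at least 50% with a set share of replicates each reaching 50%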;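 also: 0% = median of the neutral control wells and 100% = twice that signal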
AI-2 QS mod – Vibrio harveyi AI-2 quorum sensing modulators, primary screen, JMH597 strain, luminescence/OD600 ratio; Vibrio harveyi JMH597 AI-2 luminescence/OD600 ratio, 9 h; stronger effect = lower value; strain lacks LuxN and CqsS sensors; 0 = neutral-control median; activity change, % at 7.5 µM; actives 0.4% (n = 300,000); AID 2094, 2009; in the data active = activity change below about -75%, passing the limit was not always enough;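 also: luminescence divided by OD600 gain over 9 h not by final OD600 alone; inactives centre near 13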
An asterisk follows results filed as active; / = no result given.

SMILES	IEC-6 tox	HSP90 refold inh	GSK3B inh	aSyn 5UTR inh	HIF activator	HSF1 inh	KLF5 inh	GSK3 alpha inh	HSF1 activator	AI-2 QS mod
O=C(CSc1nnc(CNc2cccc(C(F)(F)F)c2)n1Cc1ccco1)NCc1ccco1	-2	8	-11	-24	-41	-5	3	-1	-24	-21
CCOc1ccccc1Nc1nc2ccccc2n2cnnc12	1	5	3	-37	-0.1	-6	6	-2	7	16
O=C(Cn1nnc(-c2ccc(N3CCOCC3)cc2)n1)OC1CCCCC1	6	2	-2	-2	-0.1	2	-22	-2	22	9
Cc1ccc2[nH]c3c(=O)n(Cc4ccccn4)cnc3c2c1	2	-3	2	1	0.1	8	-20	-2	-2	32
Cn1ccnc1SCC(=O)Nc1nc2c(F)c(F)c(F)cc2s1	3	2	1	-19	1.4	27	-57	-1	16	25
CN(C(=O)CN1CCC(NC(=O)C2CCCCC2)CC1)C1CCCCC1	-2	0	0	22	-1.0	15	-24	-1	33	13
CC(=O)N1c2ccccc2N(Cc2ccc([N+](=O)[O-])cc2)C(=O)C1(C)C	3	-2	-1	1	-0.4	0	1	-2	11	42
O=[N+]([O-])c1ccccc1CN1CCN(Cc2c[nH]c3ccccc23)CC1	-1	3	-4	-40	0.2	3	-8	0	-4	24
CCN(CC)CCCNC(=O)c1cn(CCOC)c(=O)c2c1c1ccccc1n2C	0	3	0	4	-0.4	3	25	-1	10	7
CN1C(=O)C2(OCC(C)([N+](=O)[O-])CO2)c2ccccc21 (stereo unspecified)	5	1	0	6	0.2	-10	-24	0	-11	3
Oc1ccccc1CNc1ncc(Br)cc1Br	3	-2	2	-62	0.4	54	-20	-3	114*	-7
COc1cc2nc(Nc3ccc(F)cc3)nc(N)c2cc1OC	0	1	-1	-131	1.0	-3	-66	1	-10	15
CC1CCN(c2c(NCc3ccc(C(=O)NCC4COc5ccccc5O4)cc3)c(=O)c2=O)CC1 (stereo unspecified)	3	-2	-1	4	-0.1	5	-39	-3	21	13
O=C(CSc1nnc(COc2cccc3cccnc23)o1)N1CCc2ccccc21	1	0	0	52	-0.5	-26	-15	-1	-26	4
COc1ccc(N(C)C(=O)c2cc3c(s2)-c2ccc(Cl)cc2S(=O)(=O)C3)c(OC)c1	-6	-6	0	12	-1.0	1	-6	-1	9	28
CC(C(=O)NCc1ccco1)n1ccc2cc(S(=O)(=O)N3CCCC3)ccc21 (stereo unspecified)	8	1	-22	3	-0.1	-1	4	0	-11	4
Cn1c(SCC(=O)Nc2cccc(S(=O)(=O)N3CCOCC3)c2)nnc1-c1ccncc1	7	5	3	-6	-0.2	-3	-3	-1	-5	8
CC(/C=N/NC(=O)c1ccncc1)=C\c1ccccc1	6	-4	0	0	1.0	1	-36	-1	13	21
CC(=O)Nc1ccc(NC(=O)C2CCCN2C(=O)NC2CCCCC2)cc1 (stereo unspecified)	-4	0	-5	-12	-0.4	1	-24	2	3	3
Cn1nc(C(F)(F)F)cc1-c1ccc(/C=C(\C#N)C(=O)c2ccccc2)s1	8	1	-2	-55	0.8	-2	-19	-2	21	8
CCc1cc2c(=O)c(-c3nc4ccccc4n3C)c(C)oc2c(CN2CCOCC2)c1O	-8	-1	1	-4	-0.2	4	-28	-6	7	23
CC1CCN(CC(=O)Nc2ccc(Br)cc2[N+](=O)[O-])CC1	0	-1	2	-37	0.5	1	-18	-1	0	4
Cc1ccc(/C=N/Nc2cccc3cccnc23)c(O)c1	0	1	4	-271	3.8	39	-21	-4	68*	13
CC1(O)N(CCC(=O)Nc2cccc(F)c2)C(=O)OC12CCCCC2 (stereo unspecified)	0	-2	-24	13	-0.2	-8	-14	-5	-6	11
COc1ccccc1C(=O)COC(=O)CCNS(=O)(=O)c1ccc(C)c(C)c1	/	/	1	-4	-0.3	0	/	-3	2	13
O=C(Nc1ccc2c(c1)OCO2)c1ccc(CN2CCOCC2)cc1	-3	6	1	-104	3.6	5	-58	-2	13	7
O=C(c1ccc(Cl)cc1)C1CCCN(Cc2cccn2-c2ccccn2)C1 (stereo unspecified)	6	4	2	-13	-0.1	-4	7	2	-11	43
COc1cccc(C(=O)N(Cc2ccco2)Cc2cc3cccc(C)c3[nH]c2=O)c1	-6	-1	1	9	0.2	-1	-2	-2	-15	24
O=C(Nc1cc([N+](=O)[O-])ccc1O)c1cccc(C(=O)Nc2cc([N+](=O)[O-])ccc2O)c1	-6	2	6	16	-0.6	1	-37	1	-2	10
Cc1cccc(N2CCN(S(=O)(=O)c3ccc4c(c3)CCCN4C(=O)C3CCC3)CC2)c1C	6	-3	9	-2	0.3	5	2	-1	-3	21
COc1ccc(S(=O)(=O)N2CCC(C(=O)N[C@H](C(=O)N3CCCC3)C(C)C)CC2)cc1	-6	-3	2	-22	-0.6	2	-39	-1	-5	12
NC(=O)c1ccccc1OC1CCC1	0	-4	2	-9	0.0	-5	-4	-1	1	43
Cc1ccc(S(=O)(=O)Nc2ccc(SC(F)F)cc2)c(C)c1	3	0	-5	8	-0.2	6	-17	1	7	-46
CCOC(=O)C1=C(C)NC(C)=C(C(=O)OCC)C1/C=C/c1ccccc1OC	-7	-2	4	18	-1.1	26	-19	-3	67*	16
O=C(NCCN1CCOCC1)c1cc(S(=O)(=O)Nc2ccccc2F)c(Cl)cc1Cl	-1	3	3	-3	-0.1	-2	-27	3	-9	31
CCn1c(N2CCN(C(=S)NC)CC2)nc2ccccc21	-5	-2	-1	15	-0.3	5	10	0	-7	3
COc1ccc(N(C(=O)COc2cccc(C)c2)S(=O)(=O)c2ccc(C)cc2)cc1	0	1	2	13	-0.3	-7	-7	-1	5	25
COc1ccc2nc(NC3=NCCC3)sc2c1	-8	0	-12	-179	2.9	26	-112	-2	17	0
Cn1nc(C(=O)NCc2cccs2)c2ccccc2c1=O	-5	4	1	12	-0.2	-3	-11	-3	-13	19
Cn1c(-c2ccc(F)cc2)cnc1NCc1cc2c(cc1[N+](=O)[O-])OCO2	2	-5	1	-23	0.3	2	-13	-2	-1	22
O=C(N=Nc1c(O)n(Cc2ccccc2)c2ccccc12)c1ccncc1	1	3	0	3	0.5	-3	-24	2	1	7
O=C1c2cccc3cccc(c23)C(=O)N1c1cccc(O)c1	-4	-1	1	0	-10	4	-35	-1	11	8
COc1ccccc1CC(=O)Nc1ccc(S(=O)(=O)N2CCCC2)cc1	-7	-3	/	5	-0.1	-8	16	-2	16	/
O=C(Nc1ccc(Cl)c(Cl)c1)N(Cc1cccnc1)Cc1ccco1	3	7	-2	3	0.4	0	-45	3	8	11
CCN(CC(=O)Nc1c(F)cccc1F)C(=O)/C=C/c1c(C)nn(-c2ccc(F)cc2)c1C	/	/	2	12	-0.1	2	/	-2	-6	11
Cc1nn(C)cc1CN(C)C(=O)c1ccc(OC2CCN(Cc3ccccn3)CC2)cc1	-8	-3	-2	5	-0.3	9	-26	-2	18	26
CCOC(=O)CSc1nc2ccccc2c(=O)n1-c1ccc(C(=O)NCCOC)cc1	0	-3	2	27	-0.3	1	1	2	12	20
CCCCOc1ccc(C(=O)NCC(=O)NCCOc2ccccc2)cc1	/	/	7	-39	0.1	4	/	1	-2	27
CN(C)P(=NC(=O)COc1ccc(Cl)cc1Cl)(N(C)C)N(C)C	4	1	2	-6	-0.3	0	10	-2	-1	9
CCCCC(CC)CN1C(=O)/C(=C/c2ccncc2)SC1=S (stereo unspecified)	-2	-1	-3	42	0.4	10	1	/	19	13
CCCc1cnc(N2CCN(S(C)(=O)=O)CC2)nc1	0	0	0	-44	1.0	1	-32	-2	3	17
COc1ccc(S(=O)(=O)N/N=C(/C)c2ccc(Cl)cc2)cc1	2	0	5	12	-0.3	-7	3	/	26	-43
CC(C)C(C)NC(=O)CN1C(=O)NC2(CCc3ccccc3C2)C1=O (stereo unspecified)	3	-2	-2	6	0.2	-4	10	-2	-1	-14
CS(=O)(=O)n1nc(-c2ccc(Cl)cc2)nc1N	4	1	3	6	0.2	4	-5	-2	1	32
C=CCN1C(=O)/C(=C\c2cc(Br)c(OCc3ccccn3)c(OC)c2)SC1=S	6	-1	-4	-15	-0.3	-2	-18	0	16	20
COCCNC(=O)C(=O)N/N=C/c1ccccc1C(F)(F)F	-1	-2	1	13	-0.7	-4	-17	0	5	1
COC(=O)c1[nH]c2cccc(OC)c2c1NC(=O)CN1CCOCC1	-4	-1	-8	9	-0.1	1	-15	/	1	26
CC12CC3(C)CC(C)(C1)CC(C(=O)NCc1ccccn1)(C2)C3	2	-1	4	3	-0.7	-4	9	-1	-8	17
O=C(c1ccco1)N1CCN(c2ncnc3scc(-c4ccccc4)c23)CC1	7	10	-6	14	-1.6	-10	12	8	0	-5
COC(=O)c1[nH]c2cccc(C)c2c1NC(=O)CN1CCCc2ccccc21	-3	-5	-1	-3	-0.7	-16	14	4	-5	16

(next part)
SMILES	IEC-6 tox	HSP90 refold inh	GSK3B inh	aSyn 5UTR inh	HIF activator	HSF1 inh	KLF5 inh	GSK3 alpha inh	HSF1 activator	AI-2 QS mod
O=C(CCn1c(=S)[nH]c2ccccc2c1=O)NCCc1ccc(Cl)cc1	-10	-3	2	21	-0.4	3	2	2	4	33
CCCCS(=O)(=O)Nc1ccc(C(=O)NCC2CCCO2)cc1 (stereo unspecified)	-4	-2	0	-8	/	-9	-27	-6	-4	29
Cn1cnc2nc3n(c2c1=O)CCC3	1	4	2	-4	-0.2	-11	15	0	1	13
Cc1ccccc1OCC(=O)NC(=S)Nc1cccc2cc(O)ccc12	-1	0	-2	43	0.0	3	0	-4	4	-7
COC(=O)c1ccc(NC(=O)C2CCCN2S(=O)(=O)c2ccc(C)cc2)cc1 (stereo unspecified)	-5	-4	-3	6	0.0	-10	-30	-4	3	19
Cc1nc(-c2ccc(Cl)cc2)sc1C(=O)NNC(=O)C(C)C	4	0	-22	2	0.0	8	-15	1	5	10
CN(C)S(=O)(=O)c1ccc(-c2ccccc2)cc1	-3	1	-1	-16	0.8	-4	-14	1	13	26

Filtered by structure, the entries above with bromine
SMILES	IEC-6 tox	HSP90 refold inh	GSK3B inh	aSyn 5UTR inh	HIF activator	HSF1 inh	KLF5 inh	GSK3 alpha inh	HSF1 activator	AI-2 QS mod
Oc1ccccc1CNc1ncc(Br)cc1Br	3	-2	2	-62	0.4	54	-20	-3	114*	-7
CC1CCN(CC(=O)Nc2ccc(Br)cc2[N+](=O)[O-])CC1	0	-1	2	-37	0.5	1	-18	-1	0	4
C=CCN1C(=O)/C(=C\c2cc(Br)c(OCc3ccccn3)c(OC)c2)SC1=S	6	-1	-4	-15	-0.3	-2	-18	0	16	20

From PubChem BioAssay
